Assay outcomes deposited in PubChem by National Center for Advancing Translational Sciences (NCATS).
BLM helicase inh – Bloom syndrome helicase (human) inhibition; P54132; recombinant BLM DNA unwinding, fluorescence dequenching; Potency, µM (doses to about 56.1 µM), without a hit: at the highest dose activity change, negative = inhibition, usual class: inhibitors; 0.2% of 350,000 active; AID 2528;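 further: plate controls were vehicle for no effect and no enzyme for full effect; nearly all actives have a fitted effect of over 35% in size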
Target sequence (P54132 whole entry, looked up): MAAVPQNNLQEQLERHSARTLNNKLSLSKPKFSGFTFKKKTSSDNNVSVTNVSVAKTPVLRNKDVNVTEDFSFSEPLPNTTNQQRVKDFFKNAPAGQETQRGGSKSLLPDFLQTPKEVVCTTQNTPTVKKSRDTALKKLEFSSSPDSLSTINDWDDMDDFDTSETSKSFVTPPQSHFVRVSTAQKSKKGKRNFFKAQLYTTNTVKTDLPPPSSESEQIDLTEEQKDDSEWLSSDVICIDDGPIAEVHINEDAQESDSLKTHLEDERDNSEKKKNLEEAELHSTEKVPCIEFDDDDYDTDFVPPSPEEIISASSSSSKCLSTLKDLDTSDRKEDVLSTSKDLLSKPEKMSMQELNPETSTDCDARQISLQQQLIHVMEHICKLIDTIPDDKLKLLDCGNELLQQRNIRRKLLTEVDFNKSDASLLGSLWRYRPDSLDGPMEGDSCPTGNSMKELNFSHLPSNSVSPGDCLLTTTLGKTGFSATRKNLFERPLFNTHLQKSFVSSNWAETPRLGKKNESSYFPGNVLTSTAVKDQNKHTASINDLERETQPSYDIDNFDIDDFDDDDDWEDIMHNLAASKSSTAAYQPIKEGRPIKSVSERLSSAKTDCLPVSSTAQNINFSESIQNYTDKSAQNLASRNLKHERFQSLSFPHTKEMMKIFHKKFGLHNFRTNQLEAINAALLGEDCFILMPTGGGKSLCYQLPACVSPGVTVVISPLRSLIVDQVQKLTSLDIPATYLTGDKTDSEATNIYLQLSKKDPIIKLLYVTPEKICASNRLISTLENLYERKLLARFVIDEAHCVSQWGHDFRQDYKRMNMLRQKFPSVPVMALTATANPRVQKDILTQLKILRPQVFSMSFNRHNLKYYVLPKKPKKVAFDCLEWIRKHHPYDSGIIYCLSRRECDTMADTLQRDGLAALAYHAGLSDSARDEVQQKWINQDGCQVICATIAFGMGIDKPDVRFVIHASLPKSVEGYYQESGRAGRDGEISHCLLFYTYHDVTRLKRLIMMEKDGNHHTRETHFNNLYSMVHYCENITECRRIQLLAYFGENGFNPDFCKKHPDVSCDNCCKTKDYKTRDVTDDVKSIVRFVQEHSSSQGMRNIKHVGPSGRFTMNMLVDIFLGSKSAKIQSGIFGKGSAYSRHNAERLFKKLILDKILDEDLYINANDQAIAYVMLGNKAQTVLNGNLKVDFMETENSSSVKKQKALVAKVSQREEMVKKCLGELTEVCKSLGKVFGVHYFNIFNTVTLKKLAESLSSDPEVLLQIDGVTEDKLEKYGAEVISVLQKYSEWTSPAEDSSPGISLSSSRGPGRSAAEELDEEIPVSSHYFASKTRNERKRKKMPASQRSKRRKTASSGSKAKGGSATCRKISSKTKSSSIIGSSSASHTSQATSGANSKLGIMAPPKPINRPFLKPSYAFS
BAZ2B block – inhibitors of human BAZ2B bromodomain | Potency, µM (doses to about 114 µM), inactives show top-dose activity change, negative = inhibition, usual class: inhibitors | 4.4% of 360,000 active | AlphaScreen BAZ2B-H3K14Ac peptide displacement; further: on the % scale 0 is the no-effect control and ±100 the full control effect; nearly all actives have a fitted effect of over 60% in size
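Inhibition is scored as reduced AlphaScreen emission. The BAZ2B/b-H3(5-23)K14Ac complex (50 nM each) in PBS pH 7.4, 0.01% Tween-20 meets compound (up to 110 uM) for 30 min at RT before bead addition.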
GLS inhibitor – inhibitors of human glutaminase (GLS); AID 624170; Potency, µM (series often up to 45.5 µM), inactives show at the top dose activity change, negative = inhibition, most hits filed as inhibitors; 0.21% of 410,000 active; GLS enzymatic activity, qHTS titration; further: on the % scale 0 is the no-effect control and ±100 the full control effect
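Two-point fluorescence kinetic (t0, 30 min RT) for hKGA; glutamate detected via glutamate oxidase–HRP–Amplex Red. Substrate: 1 mM L-glutamine solution; buffer 45 mM KH2PO4, pH 8.2.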
Pin1 inh – inhibitors of human Pin1; 0.009% of 390,000 active; Pin1 FP peptide displacement, HiFluor488, 10 min; Q13526; Potency, µM (titrated, usually from 115 µM), inactives show top-dose activity, negative = inhibition, actives largely listed as inhibitors; active means well fitted inhibition curve with a large enough effect in the polarisation, with a control signal flat, not every such curve was filed as active; inconclusive means small, poorly fitted or top-dose-only effect, or effect the other way, or a change in a side signal; inactive means no such curve, though single readings can be large or run the other way; the % refers to the polarisation; further: on the % scale 0 is the no-effect control and ±100 the full control effect
G9a inh – inhibitors of human histone lysine methyltransferase G9a | Q96KQ7 | G9a H3K9 monomethylation, AlphaScreen, 2 h | Potency, µM (doses to about 102 µM), for the others: top-dose activity, negative = inhibition, most hits filed as inhibitors | 8.8% of 350,000 active; further: on the % scale 0 is the no-effect control and ±100 the full control effect; nearly all actives have a fitted effect of over 75% in size
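G9a (20 nM) was preincubated 15 min with compound, then reacted 2 h at room temperature with 500 nM biotin-H3K9 peptide and 20 µM SAM. Monomethyl-H3K9 detected by AlphaScreen using anti-H3K9me1 antibody.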
Pol iota inh – inhibitors of human DNA polymerase iota. Q9UNA4. 1% of 390,000 active. Potency, µM (top dose mostly 115 µM), inactives show at the top dose activity, negative = inhibition, actives largely listed as inhibitors. Pol iota fluorescent replication assay, 10 min
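Pol iota at 10 nM preincubated 15 min with compounds at room temperature; reaction started with fluorescent substrate, 50 nM final. Fluorescence read kinetically at 0 and 10 min; buffer-only wells as negative control.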
JMJD2A Tudor inh – JMJD2A Tudor domain (human) inhibition. O75164. AlphaScreen JMJD2A-Tudor / H3K4me3 peptide binding. Potency, µM (series often up to 114 µM), for the others: at the highest dose activity change, negative = inhibition, actives largely listed as inhibitors. 4.4% of 390,000 active. AID 504339; further: on the % scale 0 is the no-effect control and ±100 the full control effect; nearly all actives have a fitted effect of over 50% in size
PGK inhibitor – inhibitors of T. brucei phosphoglycerate kinase; P07378; PGK/GAPDH coupled, Kinase-Glo luminescence, 60 min; Potency, µM (doses to about 57.5 µM), inactives show top-dose activity change, negative = inhibition, actives largely listed as inhibitors; 0.043% of 380,000 active; AID 602233; further: on the % scale 0 is the no-effect control and ±100 the full control effect; nearly all actives have a fitted effect of over 60% in size
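Luminescent ATP detection (Kinase-Glo Plus) follows a 60-minute room-temperature incubation, with wells lacking PGK as controls. Buffer: 100 mM TEA (pH 7.6), 5 mM MgCl2, 0.01% Tween-20. Coupling enzyme GAPDH (100 nM final) supplies unstable 1,3-BPG in-well.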
HP1b binding inh – HP1-beta chromodomain-methylated histone interaction inhibition; P83916; AlphaScreen HP1-beta / biotin-H3K9me3 peptide binding; Potency, µM (series often up to 114 µM), for the others: at the top dose activity change, negative = inhibition, hits mostly inhibitors; 0.56% of 390,000 active; further: nearly all actives have a fitted effect of over 70% in size; inactives centre near 23
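HP1-beta protein (50 nM final) preincubated 30 min at room temperature with biotinylated H3(1-18)K9me3 peptide (50 nM) in PBS pH 7.4, 0.01% Tween-20, then compound added for 30 min. AlphaScreen streptavidin donor/nickel chelate acceptor beads (10 ug/mL final), 30 min dark, luminescence read.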
Starred values were filed as active, the others as inactive; i = inactive; ? = inconclusive; . = no result given; & = joins results of further samples; [ ] = another dose, or the depositor's remark. Unless noted, the call rests on the fitted dose curve; in most records, active means well fitted curve in the direction sought with a large enough effect; inconclusive means small, poorly fitted or top-dose-only effect, or another doubt; inactive means no such curve, though single readings can be large; an effect the other way counts as inactive or inconclusive. Potency means the concentration at half of the fitted maximal effect. Some of the compounds tested; the hit share may differ from the screen's.

molecule	BLM helicase inh	BAZ2B block	GLS inhibitor	Pin1 inh	G9a inh	Pol iota inh	JMJD2A Tudor inh	PGK inhibitor	HP1b binding inh
O=C(CC(=O)OCc1ccccc1)OCc1ccccc1	.	.	7%	-14%	.	7%	-11%	10%	28%
Cc1cc(C)c(NC(=O)CSc2nnc(CN3CCOCC3)n2C)c(C)c1	-1%	23%	-2%	-8%	1%	?	-9%	i	27%
COc1ccc(NC(=O)c2nc[nH]c2C(=O)NCc2ccccc2)cc1	.	-24%	-12%	0%	-10%[2.33 µM]	15%	-19%	-5%	39%
COc1cccc(/C=N/Nc2snc(SC)c2C#N)c1O	-30%	-36%	19%	?	50µM*	?	-35%[57.1 µM]	i	11%
CCOc1ccc(-n2ccnc2SCC(=O)Nc2cc(C)ccc2C)cc1	-1%	?	3%	-1%	6%[59 µM]	-6%	-8%	2%	7%[57 µM]
COc1ccc(C)cc1S(=O)(=O)N1CCN(C(=O)c2ncoc2-c2ccccc2C)CC1	2%	2%	-5%	1%	4%	25%	-14%	i	-7%
O=C(c1nc2nc(-c3ccccc3)cc(C(F)(F)F)n2n1)N1CCOCC1	4%	12%	2%	-7%	-5%[59 µM]	2%	-5%	7%	23%
CC(C)Oc1ccc(CNC(=O)Cn2nc(N3CCN(c4ccccc4)CC3)ccc2=O)cc1	-3%	-18%	2%	-2%	-7%[59 µM]	14%	-17%	9%	23%
CC1CCc2c(sc3ncn(Cc4ccc(C(=O)O)cc4)c(=O)c23)C1 (stereo not given)	3%	-9%	0%	-5%	?	31%[activator]	-4%	i	35%
Cc1csc(NC(=O)CSCC(=O)Nc2ccccc2)n1	2%	9%	2%	-2%	-6%[59 µM]	-8%	?	-8%	-22%
O=C(c1ccco1)N1CCCC(N2CCN(c3ccccc3F)CC2)C1 (stereo not given)	-6%	0%	-2%	3%	73%[activator]	23%	-19%	i	10%
Cc1ccc(CN(C)C(=O)CN2C(=O)NC(c3ccccc3)(c3ccccc3)C2=O)c(C)c1	.	-9%	-10%	7%	12%[12.7 µM]	5%	-34%	-1%	5%
CCOC(=O)CSC1=C(C#N)C(c2sccc2C)CC(=O)N1 (stereo not given)	-4%	-4%	4%	2%	10%[12.7 µM]	9%	-6%	-3%	4%
COc1ccc(Cn2ccnc2SCC(=O)Nc2ccc3c(c2)OCO3)cc1	-1%	?	-5%	2%	?	13%	?	9%	8%[57 µM]
CC1(C)Cc2c(c(N3CCOCC3)nc3sc4c(NCCN5CCOCC5)nnnc4c23)CS1	-1%	?	7%	38%[activator]	?	26%	?	-2%	-6%
Cc1ccc(OCCCC(=O)N2CCOCC2)cc1	-4%	3%	?	1%	57%[activator][12.7 µM]	?	-10%[11.4 µM]	i	0%
CCOc1cc(NC(=O)C2CCCCC2)c(OCC)cc1NC(=O)c1ccccn1	-2%	-9%	-27%	-8%	.	29%	-8%	-2%	27%
Cc1c(C(=O)Nc2ccccc2C(=O)N2CCOCC2)cccc1[N+](=O)[O-]	-5%	23%	-3%	-2%	33%[59 µM]	-5%	-3%	i	8%
CCCS(=O)(=O)c1ncc(Cl)c(C(=O)N(Cc2ccccc2)Cc2ccco2)n1	-3%	-14%	6%	1%	?	?	-28%	-9%	24%
O=C(NC1=NCCS1)c1sc2cc(Cl)cc(Cl)c2c1Cl	-3%	-6%	0%	2%	-1%[59 µM]	2%	0%	6%	25%
NS(=O)(=O)c1cccc(NC(=O)C(Cc2ccccc2)NC(=O)c2ccccc2)c1 (stereo not given)	-7%	-1%	-5%	-2%	4%	5%	-8%	-4%	0%
CCSC1=C(C#N)C(CC(C)C)C2=C(CCCC2=O)N1 (stereo not given)	-3%	8%	22%	-12%	11%[12.7 µM]	15%	-1%	-7%	58%[activator]
COc1ccc(-n2c(C)cc(C(=O)COc3ccc(C)nc3[N+](=O)[O-])c2C)cc1	-9%	?	-8%	4%	?	?	9%	-6%	37%
CC(C)OC(=O)CSc1nc(N)c(C#N)cc1C#N	-8%	-17%	-1%	-2%	29%[12.7 µM]	16%	-17%	7%	34%
O=C(c1cc(Br)c(Br)s1)N1CCc2ccccc2C1	.	.	-4%	12%	.	-24%	40%[activator]	-3%	102%[activator]
O=C(CSc1nnc(-c2cccnc2)n1-c1ccccc1)NCc1ccc2c(c1)OCO2	-2%	-7%	-1%	-6%	?	2%	-22%	i	56%[activator]
CCOC(=O)C(=O)NCC(c1cccs1)S(=O)(=O)c1ccc(F)cc1 (stereo not given)	.	7%	6%	0%	-13%[0.501 µM]	17%	10%	3%	11%
O[C@@H]([C@H](O)[C@H](O)CBr)[C@H](O)CBr	-4%	.	-1%&-19%	2%	-41%[59 µM]	-4%	?	-9%	34%
CCOC(=O)c1c(C)[nH]c(C(=O)COC(=O)CNC(=O)c2ccc(Cl)cc2)c1C	3%	-6%	-2%	8%	-10%	13%	-7%	-10%	31%
O=C(Cc1ccc(NC(=O)C2CCN(C(=O)C3CC3)CC2)cc1)Nc1cccc(C(=O)N2CCCC2)c1	.	.	-1%	-5%	.	-3%	-17%	0%	20%
Cc1nc(SCC(=O)O)n[nH]1	-4%	-3%	29%	-3%	4%	48%[activator]	11%	3%	29%
O=C(CCNS(=O)(=O)c1ccccc1)N1CCCCCCC1	.	4%	-13%	5%	-5%[2.33 µM]	-2%	7%	-8%	27%
CN(C)c1ccc(CNCc2cccnc2)cc1	.	.	3%	-6%	.	74%[activator]	-24%	-2%	0%
Cc1ccccc1Cn1cnc2c([N+](=O)[O-])c(C)c(C)cc21	-3%	?	1%	4%	35%[59 µM]	1%	-29%	2%	13%
O=C(c1cc([N+](=O)[O-])ccc1N1CCOCC1)N1CCN(S(=O)(=O)c2ccc(F)cc2)CC1	.	10%	2%	-2%	3%[59 µM]	13%	-11%	10%	39%
CC(C)c1nnc(NC(=O)c2c(O)c3cccc4c3n(c2=O)CCC4)s1	0%	3%	10%	10%	-7%	8%	-15%	1%	37%
CC1(C)CC2c3cccc(C(=O)O)c3C(=O)N2c2c1ccc1ccccc21 (stereo not given)	0%	1%	-5%	-13%	7%[59 µM]	12%	-11%	i	36%
COc1ccc(S(=O)(=O)N2CCCCCC2)cc1NC(=O)c1c2c(nc3ccccc13)CCN(Cc1ccccc1)C2	-10%	-6%	12%	50%[activator]	-4%[59 µM]	11%	-31%	-9%	0%
CN(C)S(=O)(=O)n1cc(/C=C(\NC(=O)c2ccccc2Cl)C(=O)NCCCn2ccnc2)c2ccccc21	-1%&2%	?	8%&3%	-11%&1%	-9%	97%&0%[activator]	-7%&-2%	-8%&1%	31%&35%
CCOC(=O)CP(=O)(c1ccccc1)c1ccccc1	-1%	11%	5%	-2%	9%[12.7 µM]	6%	-6%	6%	33%
O=C(NCCNc1ccc(Cl)cc1[N+](=O)[O-])c1cccnc1	-5%	-30%	0%	-6%	?	8%	-21%	-2%	-6%
CC1CCN(C(c2cc3cc4c(cc3[nH]c2=O)OCO4)c2nnnn2CC2CCCO2)CC1 (stereo not given)	-1%	-4%	3%	-8%	22%[59 µM]	38%[activator]	-8%	-7%	48%[activator]
COc1ccc(Cl)c(NC(=O)C/C(C)=N/NC(=O)CCc2ccccc2)c1	-2%	-5%	-4%	9%	-4%	21%	-10%	-10%	40%[activator]
Cc1c(C(=O)NC(C)c2ccccn2)oc2c(Cl)cccc12 (stereo not given)	.	7%	1%	0%	-1%	21%	-10%	9%	34%
O=C1C2CCCN2C(c2ccccc2F)N1c1cccc(Cl)c1 (stereo not given)	1%	-2%	3%	6%	10%	22%	-1%	-3%	54%[activator]
COc1cc(OC)cc(C(=O)N[C@H](C(=O)OCC(=O)c2ccc(F)cc2)C(C)C)c1	-6%	.	-11%	16%	14%	119%[activator]	-10%	-8%	34%
COc1ccc(NC(=S)N/N=C/c2ccc(F)cc2)cc1OC	-6%	?	7%	2%	?	78%[activator]	-12%[57.1 µM]	5%	-15%
CCC(NC(=O)NNC(N)=S)(C(F)(F)F)C(F)(F)F	-3%	-13%	-29%	-1%	?	-19%[58.9 µM]	-19%	-8%	14%
C=CCNc1nc(C(=O)OCC(=O)NCc2cccc(Cl)c2)cs1	.	5%	4%	1%	-6%[12.7 µM]	23%	-9%	i	23%
O=C(Cc1c[nH]c2ccccc12)Nc1nc2ccccc2[nH]1	-1%	-30%	19%	2%	79µM*	11%	?	0%	-7%

Following part:
molecule	BLM helicase inh	BAZ2B block	GLS inhibitor	Pin1 inh	G9a inh	Pol iota inh	JMJD2A Tudor inh	PGK inhibitor	HP1b binding inh
Cc1ccc2c(c1)NC(=O)C(CC(=O)NCCCN1CCCCC1)O2 (stereo not given)	5%	5%	5%	0%	-26%	12%	-20%	-10%	28%
CC(=O)c1cccc(NC(=O)/C(=C/c2ccncc2)NC(=O)c2ccccc2)c1	-3%	-11%	4%	-4%	-2%	2%	3%	-2%	59%[activator]
COc1cccc(NC(=O)c2oc3ccccc3c2NC(=O)C2CC2)c1	-12%	3%	2%	3%	8%	16%	-13%	2%	7%
CN(C)c1ccc(N2C(=NC(=O)CCC3CCCC3)SC3CS(=O)(=O)CC32)cc1 (stereo not given)	0%	-18%[57.1 µM]	-9%	-5%	18%	24%	-8%	i	43%[activator]
Cn1c2c(c(=O)n(C)c1=O)C(c1ccc(Cl)cc1)C(C#N)=C(N)O2 (stereo not given)	5%	0%	4%	-3%	?	11%	-10%	i	29%

With a hit mark in G9a inh (from the list above):
molecule	BLM helicase inh	BAZ2B block	GLS inhibitor	Pin1 inh	G9a inh	Pol iota inh	JMJD2A Tudor inh	PGK inhibitor	HP1b binding inh
COc1cccc(/C=N/Nc2snc(SC)c2C#N)c1O	-30%	-36%	19%	?	50µM*	?	-35%[57.1 µM]	i	11%
O=C(Cc1c[nH]c2ccccc12)Nc1nc2ccccc2[nH]1	-1%	-30%	19%	2%	79µM*	11%	?	0%	-7%
